Screening data: PubChem BioAssay, National Center for Advancing Translational Sciences (NCATS)
GAA spleen mod: inhibitors or activators of human alpha-glucosidase in spleen homogenate | P10253 | human spleen homogenate, 4-MU-alpha-glucoside fluorescence | Potency, µM (series often up to 79.9 µM), for inactives: at the highest dose activity change, negative = inhibition, actives largely listed as inhibitors | 240,000 compounds, 0.006% hits;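 also: 0% = enzyme with vehicle and -100% = no enzyme basal signal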
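AC50 values come from Hill-equation fits of concentration-response data, normalized to no-enzyme and full-activity controls. Enzyme source: 1 ug human spleen homogenate; 1 mM fluorogenic 4-MU glucoside, pH 5.0 citrate buffer, 37 C, 40 min.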
GAA glycogen: alters human alpha-glucosidase cleavage of glycogen; AID 2100; P10253; recombinant GAA, glycogen substrate, Amplex Red glucose oxidase fluorescence; 300,000 compounds, 0.38% hits; Potency, µM (series often up to 76.4 µM), for the others: at the highest dose activity change, negative = inhibition, hits mostly inhibitors;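 also: 0% = full enzyme reaction and -100% = no-enzyme basal signal; the screen sought inhibitors and activators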
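Natural-substrate format: glycogen cleavage by 4 nM human enzyme, glucose read by Amplex Red coupling (Ex 573, Em 610 nm). Normalized to enzyme and no-enzyme controls.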
TRb SRC2 PPI: inhibitors of human thyroid hormone receptor beta-SRC2 interaction. 280,000 compounds, 0.065% hits. AID 1469. Potency, µM (doses to about 106 µM), inactives show at the highest dose activity change, negative = inhibition, usual class: inhibitors. TRbeta-SRC2 peptide binding, fluorescence polarization; receptor liganded with 1 µM T3. P10828;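 also: plate controls were bound peptide for no effect and peptide without receptor for full effect; nearly all actives have a fitted effect of over 50% in size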
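Quantitative HTS by FP: 0.6 uM TRb LBD, 20 nM labeled SRC2 20-mer, 1 uM T3, 5% DMSO; 5 hr ambient incubation; % activity per concentration and potencies from concentration series.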
TR SRC2 fluor cs: Texas Red fluorescence interference in TRb-SRC2 counter-screen. TRb/SRC2 Texas Red total fluorescence interference. Potency, µM (titrated, usually from 106 µM), inactives show top-dose fluorescence change, negative = quenching. 280,000 compounds, 0.29% hits; active = well fitted curve in either direction with a large enough effect; inconclusive = small, poorly fitted or top-dose-only effect
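Human TRβ ligand-binding domain (0.6 uM) and Texas Red SRC2 peptide (20 nM) in Tris buffer with 1 uM T3 and 5% DMSO were incubated with pinned compound for 5 hr at ambient temperature. Total fluorescence was computed as S + 2P (555/632 nm).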
L3MBTL1 inh: L3MBTL1 (human) inhibition | Q9Y468 | AlphaScreen L3MBTL1–H3K9me1 peptide binding | Potency, µM (top dose mostly 57.1 µM), inactives show top-dose activity, negative = inhibition, hits mostly inhibitors | 230,000 compounds, 0.66% hits | AID 485360; also: nearly all actives have a fitted effect of over 60% in size
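AlphaScreen assay: L3MBTL1 (50 nM final) was preincubated 30 min at room temperature with biotinylated H3(1-15)K9me1 peptide (75 nM final), then 30 min with library compounds; streptavidin donor and nickel chelate acceptor beads (10 ug/mL final) added, 30 min dark.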
GoLoco inh red: RGS12 GoLoco-Gai1 interaction inhibition; P63096; Gai1:RGS12 GoLoco peptide FP, rhodamine, 10 min; Potency, µM (series often up to 61.6 µM), for the others: top-dose activity, negative = inhibition, most hits filed as inhibitors; 230,000 compounds, 0.44% hits; active = well fitted inhibition curve with a large enough effect, not every such curve was filed as active; inactive = no such curve, though single readings can be large or run the other way; also: nearly all actives have a fitted effect of over 30% in size; many of its hits are not listed in these tables
Target sequence (P63096 whole entry, looked up): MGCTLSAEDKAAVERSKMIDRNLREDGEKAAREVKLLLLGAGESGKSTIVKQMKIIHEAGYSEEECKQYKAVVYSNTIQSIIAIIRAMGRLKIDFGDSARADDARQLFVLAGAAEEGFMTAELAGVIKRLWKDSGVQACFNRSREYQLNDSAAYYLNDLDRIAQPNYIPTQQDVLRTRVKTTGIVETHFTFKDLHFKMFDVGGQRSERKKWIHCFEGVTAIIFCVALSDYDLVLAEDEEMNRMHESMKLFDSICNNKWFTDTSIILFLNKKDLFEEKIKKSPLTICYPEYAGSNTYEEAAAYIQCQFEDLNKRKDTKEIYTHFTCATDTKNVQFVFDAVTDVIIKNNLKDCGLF
RECQ1 helicase: inhibitors of human RECQ1 DNA helicase; P46063; RECQ1 DNA unwinding, red fluorescence kinetic read; Potency, µM (titrated, usually from 57.3 µM), without a hit: at the highest dose activity, negative = inhibition, actives largely listed as inhibitors; 240,000 compounds, 0.54% hits; AID 2549;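 also: plate controls were vehicle for no effect and no enzyme for full effect; nearly all actives have a fitted effect of over 30% in size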
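RECQ1T1 50 nM; forked duplex (20 bp + 30-nt ss tails) 200 nM, ATP 2 mM final; pH 8.0, 2 mM MgCl2, 2.5 ug/ml poly(dI-dC); 15 min compound preincubation; discontinuous kinetic read over 2 h at RT.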
GAA inhib: alpha-glucosidase (human) inhibition | P10253 | 200,000 compounds, 0.005% hits | AID 1466 | purified human GAA, 4-MU-alpha-glucoside fluorescence | Potency, µM (highest dose often 76.9 µM), for inactives: at the highest dose activity change, negative = inhibition, usual class: inhibitors;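 also: plate controls were uninhibited enzyme wells for no effect and no-enzyme background for full effect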
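Compounds are titrated up to 77 uM against 4 nM human enzyme. Substrate 4-methylumbelliferyl-alpha-D-pyranoside (400 uM) reacts 20 min at room temperature in pH 5.0 buffer; liberated 4-methylumbelliferone is read at 440 nm.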
Starred values were filed as active, the others as inactive; i = inactive; ? = inconclusive; . = no result given; [ ] = remark or other dose. Unless noted, calls follow the shape of the dose curve; as a rule, active = well fitted curve in the direction sought with a large enough effect; inconclusive = small, poorly fitted or top-dose-only effect, or another doubt; inactive = no such curve, though single readings can be large; an effect the other way counts as inactive or inconclusive. Unless noted, % is scaled to controls: 0 for no effect and ±100 for the full control effect; potency is read from the fitted curve at half-maximal effect.

Every second line gives: GAA spleen mod	GAA glycogen	TRb SRC2 PPI	TR SRC2 fluor cs	L3MBTL1 inh	GoLoco inh red	RECQ1 helicase	GAA inhib
Cc1ccc(C(=O)NCCCc2ccccc2)s1
→ -1%	-4%	-2%	-4%	40%[activator]	-26%	-1%	5%
Cn1c(CCCNC(=O)c2cccs2)nc2ccccc21
→ -2%	-13%	1%	2%	4%	-7%	-10%	5%
CCN(C(=O)c1ccc2c(OC)n(CC)nc2c1)c1ccc(OC)cc1
→ 0%	6%	-2%	-1%	2%	2%	-11%	11%
C=C(C)CSc1nnc([C@@H]2CCCN2C(=O)OC(C)(C)C)o1
→ -7%	4%	-3%	-4%	-7%	4%	-2%	-5%
CC(C)(C)NC(=O)c1cnn2c1NC(c1ccc(F)cc1)CC2C(F)(F)F (stereo unspecified)
→ 7%	5%	-3%	2%	-1%	14%	i	-2%
CCOc1nc(NCCO)nc(Nc2cc(Cl)ccc2OC)n1
→ 3%	14%	6%	-2%	4%	10%	i	12%
O=C1/C(=C/c2ccncc2)SC(=S)N1N1CCOCC1
→ -5%	?	2%	-6%	.	0%	i	.
O=Cc1cnc(N2CCCCC2)s1
→ -5%	4%	3%	2%	2%	6%	19%	9%
O=C(c1ccco1)n1nc(-c2ccco2)nc1SCc1ccccc1
→ -4%	9%	-4%	0%	.	6%	-11%	-5%
O=C(O)c1cc(C(=O)O)c(-c2ccccc2)c(C(=O)O)c1
→ 5%	8%	-13%	-1%	4%	-3%	-11%	-3%
CCc1nc(N2CCC(C)CC2)c2oc3ccccc3c2n1
→ 6%	-20%	-13%	0%	6%	.	i	-6%
CC(CP(=O)(O)O)NC(=O)Cc1ccccc1 (stereo unspecified)
→ 6%	1%	-1%	1%	3%	7%	-2%	2%
CCC(c1nnnn1C(C)C)N1CCN(C2CCCC2)CC1 (stereo unspecified)
→ -8%	12%	-19%	-2%	-1%	.	-1%	2%
CCOc1ccc(C2C(C(=O)Nc3cc(C)on3)c3ccccc3C(=O)N2CCN2CCOCC2)cc1 (stereo unspecified)
→ 1%	6%	1%	1%	0%	-8%	-2%	2%
COc1ccc(C(=O)N2CCCc3ccccc32)cc1
→ 4%	7%	0%	-2%	2%	-9%	2%	-3%
Oc1[nH]c2ccc(Br)cc2c1N=NC(=S)Nc1ccc(F)cc1
→ 0%	3%	4%	-2%	.	2%	0%	.
c1ccc(-c2ccccc2OCCN2CCOCC2)cc1
→ -7%	-1%	-2%	2%	8%	-1%	-4%	5%
CC(=O)Oc1ccc(-c2cccc(C(=O)NCCO)c2)cc1
→ -21%	5%	-3%	-2%	0%	6%	0%	7%
COc1ccc(NC(=S)NNC(=O)CNc2ccc(Cl)cc2)cc1
→ 4%	?	-1%	-1%	16%	3%	-4%	-8%
CCn1nc(C(=O)Nc2nc3ccccc3[nH]2)c2ccccc2c1=O
→ 10%	1%	-3%	-3%	-9%	-3%	0%	-3%
CN(Cc1ccccc1)C(=O)COC(=O)c1ccc2ccccc2n1
→ -6%	-2%	-6%	-3%	.	-4%	-1%	-8%
S=c1sc2c(N3CCN(Cc4ccccc4)CC3)ncnc2n1-c1ccccc1
→ 1%	-1%	-8%	2%	.	10%	i	-6%
CCOc1cnc(-c2ccc(OC)cc2)o1
→ 3%	-4%	-5%	-2%	-9%	5%	-14%	-11%
COc1ccc2[nH]cc(/C=C/C(=O)c3ccccc3)c2c1
→ -3%	-8%	-2%	-5%	12%	3%	-9%	-8%

Rewritten with tabs: entries from further up
Structure	GAA spleen mod	GAA glycogen	TRb SRC2 PPI	TR SRC2 fluor cs	L3MBTL1 inh	GoLoco inh red	RECQ1 helicase	GAA inhib
Cn1c(CCCNC(=O)c2cccs2)nc2ccccc21	-2%	-13%	1%	2%	4%	-7%	-10%	5%
CCN(C(=O)c1ccc2c(OC)n(CC)nc2c1)c1ccc(OC)cc1	0%	6%	-2%	-1%	2%	2%	-11%	11%

Entries of single compounds from above.
`CC(C)(C)NC(=O)c1cnn2c1NC(c1ccc(F)cc1)CC2C(F)(F)F` (stereo unspecified) across the screens: GAA spleen mod = 7%; GAA glycogen = 5%; TRb SRC2 PPI = -3%; TR SRC2 fluor cs = 2%; L3MBTL1 inh = -1%; GoLoco inh red = 14%; RECQ1 helicase = i; GAA inhib = -2%
`CCOc1nc(NCCO)nc(Nc2cc(Cl)ccc2OC)n1` across the screens: GAA spleen mod = 3%; GAA glycogen = 14%; TRb SRC2 PPI = 6%; TR SRC2 fluor cs = -2%; L3MBTL1 inh = 4%; GoLoco inh red = 10%; RECQ1 helicase = i; GAA inhib = 12%

Some of the entries so far, tab-delimited:
Structure	GAA spleen mod	GAA glycogen	TRb SRC2 PPI	TR SRC2 fluor cs	L3MBTL1 inh	GoLoco inh red	RECQ1 helicase	GAA inhib
CCC(c1nnnn1C(C)C)N1CCN(C2CCCC2)CC1 (stereo unspecified)	-8%	12%	-19%	-2%	-1%	.	-1%	2%
CCOc1nc(NCCO)nc(Nc2cc(Cl)ccc2OC)n1	3%	14%	6%	-2%	4%	10%	i	12%
CCN(C(=O)c1ccc2c(OC)n(CC)nc2c1)c1ccc(OC)cc1	0%	6%	-2%	-1%	2%	2%	-11%	11%

Some of the compounds tested, so the mix of outcomes need not match the whole.
